CYP2C9 act: increases human cytochrome P450 2C9 activity | recombinant CYP2C9, luciferin-H conversion, luminescence; stronger effect = higher value; factor 1 = untreated enzyme, 0 = blocked | activation factor at 5 µM | 1.4% of 96,000 active | AID 1024;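 active means activation factor of 2 or more for CYP2C9 at a 5 µM dose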;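 further: 0 = sulfaphenazole-blocked wells and 1 = vehicle-only wells; values of inactives mirror those of a sister screen read the other way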
MT1-MMP txn act: activates MT1-MMP transcription; HT1080 MT1-MMP promoter luciferase reporter, luminescence, overnight; stronger effect = higher value; activation factor at 10 µM; 0.16% of 86,000 active; AID 750;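 active means activation factor of at least 2 for MT1-MMP transcription at 10 µM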
CYP2C19 act: cytochrome P450 2C19 (human) activation | P33261 | recombinant CYP2C19, luciferin-H EGE luminescence; stronger effect = higher value; 0 = fully inhibited enzyme, 1 = untreated enzyme | activation factor at 5 µM | 96,000 tested, under 10 active | AID 1025;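 active means activation factor of at least 2 at 5 µM in the primary screen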;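 further: 0 = wells with 2.5 mM tranylcypromine and 1 = vehicle-only wells; values of inactives mirror those of a sister screen read the other way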
CYP2C9 inh: inhibitors of human CYP2C9; P11712; CYP2C9 Supersomes, luciferin-H conversion, luminescence; inhibition, % at 5 µM; 20% of 96,000 active; AID 777;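 active means blocking of liver enzyme CYP2C9 beyond about 50% at 5 µM, limit read from the data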; further: values of inactives mirror those of a sister screen read the other way
CYP2C19 inhib: blocks human cytochrome P450 2C19; inhibition, % at 5 µM; P33261; CYP2C19 Supersomes, luciferin-H EGE luminescence, 30 min; 21% of 96,000 active;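 active means CYP2C19 inhibition above a set limit at 5 µM in the primary screen, cut at about 50% in these data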;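 further: plate controls were negative control wells for no effect and 2.5 mM tranylcypromine positive control for full effect; values of inactives mirror those of a sister screen read the other way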
Mac1 fbg enh: enhancers of human CD11b/CD18 binding to fibrinogen; 0.07% of 93,000 active; AID 1499; K562 CD11b/CD18 adhesion to fibrinogen, ATPlite luminescence; activation, % at 10 µM;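 active means 10 µM primary screen giving 50% or more activity, confirmed by 40% or more on retest at that dose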; further: strong numbers were not always called active; reference of the scale not given here
PTK2B oligo ant: Pyk2 (human) oligomerization antagonism | Q14289 | Q293 cells, Pyk2 FERM NanoBiT luminescence; stronger effect = lower value | z-score (the deposit names both 25 µM and 10 µM) | 0.83% of 99,000 active;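 active means Z-score of -3 or lower, scaled per plate to the spread of control and sample wells; inactive means z-score above -3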;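 further: negative z-score means lost luminescence so less FERM oligomerization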
Target sequence (Q14289 whole entry, looked up): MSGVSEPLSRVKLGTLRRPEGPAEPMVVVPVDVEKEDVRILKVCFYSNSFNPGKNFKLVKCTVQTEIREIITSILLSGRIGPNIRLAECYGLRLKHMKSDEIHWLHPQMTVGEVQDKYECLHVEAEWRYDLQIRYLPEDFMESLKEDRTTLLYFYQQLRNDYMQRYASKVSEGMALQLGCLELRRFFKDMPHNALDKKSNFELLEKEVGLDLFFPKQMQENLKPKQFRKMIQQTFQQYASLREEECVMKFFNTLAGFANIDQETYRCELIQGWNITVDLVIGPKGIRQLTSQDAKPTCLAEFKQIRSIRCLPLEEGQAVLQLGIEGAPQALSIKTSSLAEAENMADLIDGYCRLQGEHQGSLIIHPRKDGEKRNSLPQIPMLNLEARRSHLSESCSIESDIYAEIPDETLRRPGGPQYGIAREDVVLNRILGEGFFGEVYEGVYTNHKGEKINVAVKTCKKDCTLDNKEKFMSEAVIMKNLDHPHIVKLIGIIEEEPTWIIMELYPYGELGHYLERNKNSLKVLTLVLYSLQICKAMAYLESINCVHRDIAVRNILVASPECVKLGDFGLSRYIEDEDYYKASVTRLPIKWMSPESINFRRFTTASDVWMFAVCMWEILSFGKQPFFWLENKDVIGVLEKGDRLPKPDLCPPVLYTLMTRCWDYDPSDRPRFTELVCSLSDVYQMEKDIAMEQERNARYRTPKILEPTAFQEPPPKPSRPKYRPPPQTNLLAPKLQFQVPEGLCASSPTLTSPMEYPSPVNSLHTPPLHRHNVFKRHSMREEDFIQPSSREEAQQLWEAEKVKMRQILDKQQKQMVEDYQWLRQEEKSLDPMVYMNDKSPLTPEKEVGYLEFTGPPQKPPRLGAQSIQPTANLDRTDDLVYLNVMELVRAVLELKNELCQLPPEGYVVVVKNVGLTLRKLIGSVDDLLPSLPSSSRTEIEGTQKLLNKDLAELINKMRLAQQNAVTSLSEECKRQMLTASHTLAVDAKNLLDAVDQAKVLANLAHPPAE
PLAP act: activators of human placental alkaline phosphatase. P05187. purified PLAP enzyme, luminescent substrate read-out; stronger effect = higher value. activation fold at 20 µM. 1.2% of 96,000 active. AID 696; in the data active means activation fold above about 2
Mac1 fbg inh: inhibitors of human CD11b/CD18 binding to fibrinogen; P05107+P11215; K562 CD11b/CD18 adhesion to fibrinogen, ATPlite luminescence; Mn2+ added to activate the integrin; inhibition, % at 10 µM; 0.54% of 93,000 active;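 active means primary inhibition of 50% or more at 10 µM, then 40% or more on retest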; further: some results filed as inactive read as strong as hits
An asterisk follows results filed as active; · = no result given.

SMILES	CYP2C9 act	MT1-MMP txn act	CYP2C19 act	CYP2C9 inh	CYP2C19 inhib	Mac1 fbg enh	PTK2B oligo ant	PLAP act	Mac1 fbg inh
COC(=O)c1ccc(C(=O)OC)c(NC(=O)CSc2cccc[n+]2[O-])c1	1	1.1	1.1	-3	-15	-4	0.3	1	-16
Cc1ccc2nc(SCc3cccc([N+](=O)[O-])c3)nc(C)c2c1	0.8	·	0.6	18	40	3	-0.28	1.1	13
CCOC(=O)CSc1nc2c(c(-c3ccc(C)o3)c1C#N)CCCC2	0.5	1	0.3	47	70*	9	-0.68	1	30
COc1cc(/C=N/NC(N)=O)c(Br)cc1OCC(=O)Nc1ccccc1C	0.6	·	1	37	-3	·	1.5	0.9	·
Cc1cccc(-c2n[nH]c([N+](=O)[O-])n2)c1	1	·	1.1	3	-7	·	-0.93	1	·
COc1ccc(-c2nn(CC(=O)N3CCCCC3)c(=O)c3ccccc23)cc1	0.6	1.1	1	43	-4	·	·	1.3	·
CCOC(=O)Cc1csc(NS(C)(=O)=O)n1	1.1	1.2	1.1	-14	-14	-2	-0.01	0.9	-12
C=CCSc1nsc(N)n1	1.1	1.2	1.1	-12	-12	5	0.08	1.2	-14
Cc1cc(C2(c3cc(C)c(NC(=O)CN4CCOCC4)c(C)c3)CCCCC2)cc(C)c1NC(=O)CN1CCOCC1	0.8	1.2	1	25	-3	0	·	1.7	-6
CC1=C(C(=O)Nc2ccccn2)C(c2ccc(N(C)C)cc2)n2ncnc2N1 (centres undefined)	0.9	1.2	1	9	-3	-3	1.8	1.1	-2
c1ccc(Nc2c3c(nc4ncnn24)CCC3)cc1	1	1	1	4	0	-2	0.05	0.6	-9
COc1ccccc1CCn1cnc2c3cc(C)ccc3n(C)c2c1=O	0.3	1.1	0.1	71*	93*	2	0.21	0.7	6
Cc1ccc(NC(=O)CCC(=O)OCC(=O)c2ccc(Oc3ccc([N+](=O)[O-])cc3)cc2)c(C)c1	1.2	·	0.9	-16	9	-2	1.3	0.9	16
Cc1cc(=O)n2[nH]c(C)c(-c3ccccc3)c2n1	1.1	1.2	1.1	-8	-14	-5	0.29	1.1	-4
Cn1cc(-c2nnnn2-c2ccc(Cl)cc2)c(C(F)(F)F)n1	0.6	·	0	40	100*	7	-0.38	1.1	-6
CCOc1ccccc1C(=O)N1CCCCC1C (centres undefined)	0.4	1	0.3	58*	69*	1	0.31	0.9	-6
COc1ccc(S(=O)(=O)Nc2ccccc2C(=O)NC(C)C)cc1OC	1.5	1.1	0.2	-54	81*	0	-0.57	1.2	-9
CC(C)(C)OC(=O)N1CCOCCOCCN(C(=O)OC(C)(C)C)CCOCCOCC1	1	1.1	1	0	-2	3	2.5	1.4	4
CCc1cc2c(SCC(=O)C(C#N)=C3N(C)c4ccccc4N3C)ncnc2s1	0.4	1.2	0.6	62*	40	-1	0.35	1	7
O=C(c1ccc([N+](=O)[O-])cc1)N(C1=NCCCCS1)c1ccccc1	1	·	1	-1	5	5	0.1	1.1	8
COc1ccc(C2C=C(C)Nc3nc(SC)nn32)cc1 (centres undefined)	1.1	1	1.1	-11	-11	-4	-0.44	1	10
CCc1c(C)c(C#N)c2nc3ccccc3n2c1Nc1c(C)n(C)n(-c2ccccc2)c1=O	0.8	1	1	24	-1	11	-1.7	1	4
O=C(Nc1ccc2c(c1)C(=O)N(C1CCCCC1)C2=O)C1CCCO1 (centres undefined)	0.3	1.2	0.6	72*	44	4	-0.54	1	-3
Cn1c(=O)c(-c2cc(Br)ccc2N)nc2ccccc21	0.5	1.9	0.1	52*	93*	-1	-1.3	0.8	10
COc1ccc(CC(=O)OCC(=O)NC(=O)NC2CCCCC2)cc1	0.4	1	0.9	56*	12	6	0.35	1	4
CCn1cc(Br)c(C(=O)Nc2cccc(Cl)c2)n1	0.3	1.3	0.1	66*	94*	0	0.33	0.7	-6
CCN(CCNC(=O)CS(=O)(=O)Cc1nc(-c2cccc(OC)c2)oc1C)c1ccccc1	0.1	1.3	0.2	87*	78*	6	2.4	1.8	22
Cn1c(SCC(=O)Nc2cccc(F)c2)nnc1-c1cccnc1	0.9	1.2	0.8	6	17	-1	·	0.9	-16
O=S1(=O)CCN(Cc2cccc(Cl)c2)CC1	1	·	0.6	-1	36	·	0.43	0.9	·
N#CCCCSC1=C(C#N)C(c2ccccc2Cl)CC(=O)N1 (centres undefined)	0.7	1	0.1	35	88*	-4	0.62	1	-14
Cn1c(=O)cc(OCCCC(=O)N2CCN(c3ccccc3)CC2)c2ccccc21	0.4	1.2	0.2	61*	80*	·	-0.06	1.4	·
COc1ccc(OC(=O)Nc2ccccc2)cc1	0.3	1.4	0.2	67*	78*	-1	0.38	0.9	4
COc1c2ccc(C(=O)NCc3cc(C(F)(F)F)cc(C(F)(F)F)c3)cc2nn1C	1	·	0.9	3	7	-2	·	1.1	-13
CCOC(=O)c1cnc(SC2CCc3ccccc3C2=O)nc1N (centres undefined)	1.3	1.5	0.2	-29	81*	0	-0.23	1.4	40
CCn1c(SCc2cccnc2)nnc1-c1c[nH]c2ccccc12	0.5	1.1	0.1	45	89*	-2	·	1	6
CCOC(=O)N1CCC(N2CCN(c3cc(C)ccc3C)CC2)CC1	1	·	0.9	1	8	6	0.76	1.5	-2
CCC1OC23CCCCC2C(C#N)(C(=N)O3)C1(C#N)C#N (centres undefined)	0.7	1.2	1	29	2	-2	0.18	1.1	10
O=C(CSc1nnc2ccccn12)N1CCOCC1	1	1.3	1	1	-2	6	1	0.9	-27
C=CCn1c(SCc2nc3ccccc3[nH]2)nnc1-c1ccccn1	0.8	1.3	0	19	97*	5	-0.57	2*	0
O=C1N(Cc2ccc(F)cc2Cl)c2ccccc2C12OCCCO2	1.8	1.1	0.7	-79	26	1	-0.71	0.9	-18
Cc1ccc(C2=[N+]([O-])C3(CCCCC/C3=N\O)N(O)C2(C)C)o1 (centres undefined)	0.8	1	0.8	19	21	1	0.33	1	-16
CCCCCCOC(=O)C1=C(C)NC(=O)NC1c1ccc(O)cc1 (centres undefined)	0.2	·	0.3	81*	70*	-1	-0.89	1	6
O=C(Cc1c(O)c2ccccc2[nH]c1=O)NCc1cccc(F)c1	1	1	1	-3	2	2	0.67	1.1	-8
CCC(CC)C(=O)Nc1cc(=O)n(C)c(=O)n1C	0.9	1.2	0.9	5	8	-3	·	0.9	8
COc1ccc(C(=O)Nc2ccccc2-c2nnn(CC(=O)Nc3ccc4c(c3)OCCO4)n2)cc1	0.7	·	0.9	31	6	32	-0.03	1	-24
Cn1c(-n2c(-c3ccco3)nc3ccccc3c2=O)nc2ccccc21	1	1.4	0.8	2	23	-3	-2.2	1.2	9
O=C(Nc1nc(-c2ccc3c(c2)OCO3)cs1)C1CC1	0.5	1.5	0.7	48	33	1	·	0.9	6
CCOC(=O)N1CCN(c2ncnc3c2oc2nc(C(C)C)c4c(c23)CCC4)CC1	0.4	1	0.1	65*	86*	-2	0.06	1.4	9
Cc1ccc(OC(=O)c2ccccc2C(=O)OCC(F)(F)C(F)F)cc1	0.2	1	0.1	84*	89*	-4	-0.77	0.6	-43
CCOC(=O)Cn1c(=N)n(CCOc2cccc(C)c2)c2ccccc21	0.9	1.1	0.8	12	18	0	0.53	0.8	8

Next section.
SMILES	CYP2C9 act	MT1-MMP txn act	CYP2C19 act	CYP2C9 inh	CYP2C19 inhib	Mac1 fbg enh	PTK2B oligo ant	PLAP act	Mac1 fbg inh
Cc1ccc(Nc2nc(-c3sc(NC(=O)c4ccc([N+](=O)[O-])cc4)nc3C)cs2)cc1	0.7	·	0.6	26	36	·	·	0.9	·
COCC(=O)Nc1nc2ccccc2s1	1.2	·	0.9	-16	5	-1	-0.21	0.8	-6
OC(COCc1ccccc1)CN1CCN(c2ccccc2)CC1 (centres undefined)	1.1	1.1	1	-14	4	3	0.4	1.1	11
O=C(NCc1ccccc1)C1C2C=CC3(CN(Cc4cccnc4)C(=O)C13)O2 (centres undefined)	1	1.8	0.9	-4	6	1	0.22	1	-6
O=C(NCCc1ccccc1)c1ccc(=O)[nH]c1	1.1	1.2	1.1	-8	-6	·	0.47	1.1	·
Cc1ccc(SCCNC(=O)c2ccc(C)c(S(=O)(=O)Nc3ccccc3C)c2)cc1	0.3	·	0.3	68*	67*	-7	-1.2	1.2	1
CC(=O)n1c2ccccc2c2nc(NC(C)C)sc21	0.5	1.2	1.2	46	-22	-2	-0.43	0.7	1
Cc1ccc(-c2nc(CS(=O)(=O)CC(=O)N3CC(C)CC(C)C3)c(C)o2)cc1 (centres undefined)	0.3	1.1	0.6	71*	41	-6	·	1.5	46
CCOC(=O)C1=NN(N=O)C2(CC(=O)N(c3cc(C)cc(C)c3)C2=O)C1 (centres undefined)	1	1	1.2	5	-19	-4	0.47	1.4	9
C#CC(C)(CC)NC(=O)c1cc(OC)c(OC)c(OC)c1 (centres undefined)	1.1	1.3	1.1	-12	-9	-7	0.38	1.1	6
CNC(=O)c1ccccc1S(=O)(=O)c1ccccc1C#N	0.9	·	0.9	10	13	2	-0.1	1.1	-22
CSc1nc(NC(C)(C)C)nc(Oc2ccc(=O)n(C)n2)n1	1.1	1.1	1	-9	-4	·	0.64	0.8	·
Cn1nnnc1SCC(=O)Nc1ccc(Oc2ccc(Cl)cc2)cc1	1.1	1.1	1	-12	-4	3	0.64	0.9	-7
NC(=O)C(c1ccc(Sc2ccccc2)nn1)c1ccc(Cl)cc1Cl (centres undefined)	0.8	·	0.7	23	32	-4	-0.48	0.9	16
Cc1cc(C)n(Cc2ccc(NC(=O)c3ccc(COc4ccccc4Br)cc3)cc2)n1	0.2	·	0.7	77*	31	·	-0.63	1.1	·
Cc1cccc(C)c1NC(=O)c1ccc(-n2cncn2)nc1	0.3	·	0.1	66*	93*	-1	2.4	0.9	-6
CCOCCCn1c(SCC(=O)NC(C)(C)C)nc2ccccc2c1=O	0.9	1.2	0.9	11	8	-2	0.1	1.1	-3
CCC1CCCCN1C(=O)c1nn2cccnc2c1Cl (centres undefined)	1.1	1.1	0.9	-11	12	-3	0.02	1	-4
CC1CCCCN1c1nnc(NC(=O)c2cc(-c3ccc(Br)cc3)on2)s1 (centres undefined)	0.4	·	0.8	62*	16	9	·	1.3	61
Cc1ccnc(N2C(=O)c3cccc4c([N+](=O)[O-])ccc(c34)C2=O)c1	1.1	·	0.7	-8	29	-5	-0.48	1.2	25

Four entries from above in another layout:
CYP2C9 act	MT1-MMP txn act	CYP2C19 act	CYP2C9 inh	CYP2C19 inhib	Mac1 fbg enh	PTK2B oligo ant	PLAP act	Mac1 fbg inh	canonical_smiles
1.1	1.3	1.1	-12	-9	-7	0.38	1.1	6	C#CC(C)(CC)NC(=O)c1cc(OC)c(OC)c(OC)c1 (centres undefined)
0.9	·	0.9	10	13	2	-0.1	1.1	-22	CNC(=O)c1ccccc1S(=O)(=O)c1ccccc1C#N
1.1	1.1	1	-9	-4	·	0.64	0.8	·	CSc1nc(NC(C)(C)C)nc(Oc2ccc(=O)n(C)n2)n1
1.1	1.1	1	-12	-4	3	0.64	0.9	-7	Cn1nnnc1SCC(=O)Nc1ccc(Oc2ccc(Cl)cc2)cc1

(listing goes on)
SMILES	CYP2C9 act	MT1-MMP txn act	CYP2C19 act	CYP2C9 inh	CYP2C19 inhib	Mac1 fbg enh	PTK2B oligo ant	PLAP act	Mac1 fbg inh
Cc1cc(C(=O)Nc2c(C)nn(Cc3ccccc3)c2C)on1	0.8	·	0.9	22	12	0	·	1	-4
CC(C)(C)c1cn(-c2ccccc2)c(=S)[nH]1	0.9	1	0.6	9	45	-2	0.1	1.1	-8
N#Cc1c(N)sc(=S)c2c1CCCC2	0.9	1	1	10	-2	1	-0.25	1	-3
COCCn1nnnc1CN1CCC(O)(c2cccc(C(F)(F)F)c2)CC1	0.9	1.2	0.7	5	32	-1	-0.31	1.1	-8
CCCOc1ccc(N2C(=O)CC(N(O)c3ccccc3)C2=O)cc1 (centres undefined)	0.9	1.1	0.9	6	11	-1	0.37	1	9
Cc1occc1C(=O)NCCc1ccc(Cl)cc1	0.9	1.1	0.4	6	57*	3	-0.44	1	-10
